Bioassay records: PubChem BioAssay, National Center for Advancing Translational Sciences (NCATS)
SMN2 splice enh: SMN2 splice variant enhancement; actives 2.8% (n = 210,000); HEK293 SMN2-luciferase splicing reporter, luminescence, 30-36 h; Potency, µM (highest dose often 46.1 µM), without a hit: at the top dose activity change, positive = activation, hits mostly activators; note: % of control where 0% means no effect; nearly all actives have a fitted effect of over 55% in size
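qHTS luciferase splicing reporter: luminescence rises when SMN2 exon 7 is included in transfected HEK293 cells. Compound exposure lasted 30-36 h at 37C, with 4.5 mM final sodium butyrate as control, followed by a ONE-Glo read.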
TRb-SRC2 inh: TRbeta-SRC2 interaction inhibition; TRbeta-SRC2 peptide binding, fluorescence polarization; receptor liganded with 1 µM T3; Potency, µM (titrated, usually from 106 µM), for the others: at the top dose activity change, negative = inhibition, actives largely listed as inhibitors; actives 0.065% (n = 280,000); AID 1469;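 note: plate controls were bound peptide for no effect and peptide without receptor for full effect; nearly all actives have a fitted effect of over 50% in size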
Target sequence (P10828 whole entry, looked up): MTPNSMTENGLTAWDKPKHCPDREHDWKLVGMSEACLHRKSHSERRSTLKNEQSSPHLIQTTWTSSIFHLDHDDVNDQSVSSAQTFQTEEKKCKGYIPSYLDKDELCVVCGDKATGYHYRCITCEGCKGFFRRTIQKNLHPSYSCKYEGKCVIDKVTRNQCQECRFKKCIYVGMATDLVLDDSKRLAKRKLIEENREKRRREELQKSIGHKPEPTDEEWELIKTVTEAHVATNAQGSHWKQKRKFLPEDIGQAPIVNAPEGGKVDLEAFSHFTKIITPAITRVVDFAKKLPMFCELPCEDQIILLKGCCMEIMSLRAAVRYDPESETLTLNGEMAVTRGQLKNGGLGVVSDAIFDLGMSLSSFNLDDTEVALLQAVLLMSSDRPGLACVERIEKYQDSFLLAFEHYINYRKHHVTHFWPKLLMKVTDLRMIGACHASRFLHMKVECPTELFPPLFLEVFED
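Human TRb LBD (0.6 uM) plus Texas Red-labeled SRC2 peptide (20 nM), 1uM T3, 5% DMSO, 5 hr at ambient temperature. Decreased polarization (555/632 nm) flags inhibition; data normalized to free and bound peptide controls.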
RECQ1 helicase: RECQ1 (human) helicase inhibition; RECQ1 DNA unwinding, red fluorescence kinetic read; Potency, µM (series often up to 57.3 µM), inactives show at the highest dose activity, negative = inhibition, actives largely listed as inhibitors; AID 2549; actives 0.54% (n = 240,000); P46063;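 note: plate controls were vehicle for no effect and no enzyme for full effect; nearly all actives have a fitted effect of over 30% in size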
Target sequence (P46063 whole entry, looked up): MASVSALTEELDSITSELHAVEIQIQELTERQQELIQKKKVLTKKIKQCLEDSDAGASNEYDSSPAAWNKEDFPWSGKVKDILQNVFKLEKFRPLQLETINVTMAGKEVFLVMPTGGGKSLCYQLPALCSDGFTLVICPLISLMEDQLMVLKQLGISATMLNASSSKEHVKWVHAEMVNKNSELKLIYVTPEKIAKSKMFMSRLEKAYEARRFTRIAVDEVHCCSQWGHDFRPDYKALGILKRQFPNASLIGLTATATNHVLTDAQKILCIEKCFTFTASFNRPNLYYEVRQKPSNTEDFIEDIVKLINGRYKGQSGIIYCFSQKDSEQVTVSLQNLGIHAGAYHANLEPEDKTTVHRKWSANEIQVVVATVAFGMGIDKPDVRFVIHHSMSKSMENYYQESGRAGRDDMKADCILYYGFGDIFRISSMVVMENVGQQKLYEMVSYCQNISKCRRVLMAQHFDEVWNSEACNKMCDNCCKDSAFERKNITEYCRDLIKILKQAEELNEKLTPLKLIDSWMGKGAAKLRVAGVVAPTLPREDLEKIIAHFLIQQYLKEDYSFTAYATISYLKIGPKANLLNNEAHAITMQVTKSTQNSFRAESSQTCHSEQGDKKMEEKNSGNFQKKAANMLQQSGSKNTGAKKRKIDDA
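RECQ1T1 50 nM; forked duplex (20 bp + 30-nt ss tails) 200 nM, ATP 2 mM final; pH 8.0, 2 mM MgCl2, 2.5 ug/ml poly(dI-dC); 15 min compound preincubation; discontinuous kinetic read over 2 h at RT.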
TexasRed fluor: Texas Red fluorescence interference in TRb-SRC2 counter-screen. TRb/SRC2 Texas Red total fluorescence interference. Potency, µM (titrated, usually from 106 µM), for the others: top-dose fluorescence change, negative = quenching. actives 0.29% (n = 280,000); active = well fitted curve in either direction with a large enough effect; inconclusive = small, poorly fitted or top-dose-only effect; note: % is set by controls: 0 for no effect and ±100 for the full control effect
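Human TRβ ligand-binding domain (0.6 uM) and Texas Red SRC2 peptide (20 nM) in Tris buffer with 1 uM T3 and 5% DMSO were incubated with pinned compound for 5 hr at ambient temperature. Total fluorescence was computed as S + 2P (555/632 nm).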
KDM4E inh: blocks human JMJD2E demethylase activity; JMJD2E catalytic domain, FDH-coupled NADH fluorescence (FDH is formaldehyde dehydrogenase); Potency, µM (series often up to 57.1 µM), without a hit: top-dose activity change, negative = inhibition, hits mostly inhibitors; B2RXH2; actives 1.6% (n = 230,000); active = well fitted inhibition curve with a large enough effect, not every such curve was filed as active; inconclusive = small, poorly fitted or top-dose-only effect, or another doubt; inactive = no such curve, though single readings can be large or run the other way;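 note: 0% = wells with enzyme and -100% = buffer wells without enzyme; nearly all actives have a fitted effect of over 50% in size; many of its hits are not listed in these tables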
Lamin A splicing: changes lamin A minigene splicing in HeLa cells. actives 0.01% (n = 200,000). AID 1487. HeLa LMNA splicing GFP/RFP minigene ratio, 48 h. Potency, µM (titrated, usually from 46.1 µM), for inactives: at the highest dose ratio change, negative = inhibition, usual class: inhibitors; active = well fitted inhibition curve with a large enough effect in the signal ratio, with a control signal flat, not every such curve was filed as active; inconclusive = small, poorly fitted or top-dose-only effect, or effect the other way, or a change in a side signal; the % refers to the signal ratio; note: % is set by controls: 0 for no effect and ±100 for the full control effect
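Read-out is the ratio of GFP to DsRed2 object intensity, acquired by 488 nm laser-scanning cytometry on HeLa lamin A-EGFP minigene reporter cells. Compound incubation 48 hrs at 37 °C in Opti-MEM with 2% FBS; DMSO 0.5% final.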
GoLoco inh red: blocks human Gai1 binding to RGS12 GoLoco peptide, red readout | P63096 | Gai1:RGS12 GoLoco peptide FP, rhodamine, 10 min | Potency, µM (highest dose often 61.6 µM), for the others: at the top dose activity, negative = inhibition, usual class: inhibitors | actives 0.44% (n = 230,000); active = well fitted inhibition curve with a large enough effect, not every such curve was filed as active; inactive = no such curve, though single readings can be large or run the other way; note: % is set by controls: 0 for no effect and ±100 for the full control effect; nearly all actives have a fitted effect of over 30% in size; many of its hits are not listed in these tables
ALDH1A1 block: ALDH1A1 (human) enzyme inhibition; Potency, µM (doses to about 75.3 µM), for the others: at the highest dose activity, negative = inhibition, hits mostly inhibitors; Purified ALDH1A1, NADH fluorescence, propionaldehyde substrate; AID 1030; actives 7.3% (n = 220,000); active = well fitted inhibition curve with a large enough effect, not every such curve was filed as active; inconclusive = small, poorly fitted or top-dose-only effect, or another doubt; inactive = no such curve, though single readings can be large or run the other way;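 note: plate controls were no enzyme wells and a reference inhibitor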
* marks the source's active call; other numbers are inactive results; i = inactive; ? = inconclusive; . = no result given; & = joins results of further samples; [ ] = dose if it differs, or a comment. Unless noted, calls come from the whole dose curve; as a rule, active = well fitted curve in the direction sought with a large enough effect; inconclusive = small, poorly fitted or top-dose-only effect, or another doubt; inactive = no such curve, though single readings can be large; an effect the other way counts as inactive or inconclusive. Potency is the fitted concentration of half-maximal effect.

SMILES	SMN2 splice enh	TRb-SRC2 inh	RECQ1 helicase	TexasRed fluor	KDM4E inh	Lamin A splicing	GoLoco inh red	ALDH1A1 block
Cc1cc(NC(=O)CCCC(=O)NCc2cccs2)no1	-3%	4%	i	-2%	-2%	10%	4%	14%
Cc1c(Cl)ccc2c(C(=O)NC(C)c3ccncc3)cc(-c3ccncc3)nc12 (configuration not stated)	15%	2%	i	-6%	1%	.	20%	1.1µM*
CC(C)CN(C(=O)COC(=O)C12CC3CC(CC(O)(C3)C1)C2)C1CCS(=O)(=O)C1 (configuration not stated)	-1%	-1%	-4%	1%	4%	2%	0%	11%
Cc1ccc(C(=O)OCC(=O)Nc2ccc(S(N)(=O)=O)cc2)c(O)c1	.	1%	-1%	-5%	?	.	1%	.
Cc1c(-n2cc(C(=O)c3cc(F)ccc3O)cc(C#N)c2=O)c(=O)n(-c2ccccc2)n1C	-10%	2%	-17%	-1%	-1%	.	7%	-4%
CCOC(=O)CNC(=O)c1ccc(C#CC2(O)CCCCC2)cc1	13%	-1%	-13%	-1%	2%	?	-7%	3%
CS(=O)(=O)NCCSCc1ccccc1	.	13%	0%	1%	2%	9%	10%	-58%
CCOC(=O)c1c(NC(=S)N2CCOCC2)sc2c1CCN(C(=O)OCC)C2	.	-6%	i	-1%	-7%	.	-24%	.
CCNc1nc(OCC)nc(N2CCC(Cc3ccccc3)CC2)n1	-8%	-1%	-5%	8%	1%	8%	9%	4%
Cc1ccc(-c2nc3c(c(=O)c4ccccc4n3C)c(=O)n2Cc2ccco2)cc1	.	3%	i	-2%	-2%	.	-5%	?
Oc1ccccc1/C=N/n1c2ccccc2c2ccccc21	-8%	-3%	-6%	-7%	-8%	6%	12%	4%
COc1ccc2[nH]c(C(=O)NCCN3CCOCC3)cc2c1	.	-10%	-8%	-1%	?	.	9%	?
Cc1ccc(C(=O)C[n+]2cc(-c3ccccc3)n3c2CCCCC3)cc1	-38%[inhibitor]	0%&-2%	-1%&-2%	-3%&-2%	4%&3%	?	-19%&4%	4%&6%
CN(c1ccccc1)S(=O)(=O)c1ccc(C(=O)Nc2nnc(C3=COCCO3)o2)cc1	-4%	6%	11%	0%	?	.	7%	?
COc1cccc(NC(=O)Nc2ccccc2SC)c1	22%	4%	i	-3%	3%	10%[46 µM]	12%	0%
Cc1cccc(N(CC(=O)Nc2c(C)n(C)n(-c3ccccc3)c2=O)S(C)(=O)=O)c1	-2%	9%	-10%	-1%	4%	0%	-6%	?
CC(=O)c1ccc(OC(=O)c2cc3ccccc3oc2=O)cc1	-3%	-1%	i	-3%	-22%	5%[9.22 µM]	-3%	15%
CSC1=NCCN1C(=O)c1ccc(S(=O)(=O)N(C)C)cc1	-32%	1%	-8%	0%	-10%	-11%	-2%	?
O=C(CSc1ncnc2nc[nH]c12)c1ccc([N+](=O)[O-])cc1	.	-6%	i	-4%	-22%	.	4%	?
CSc1ccc(/C=N/NC(=O)CN2CCN(Cc3ccc(C)cc3)CC2)cc1	.	1%	-1%	-6%	-4%	-11%	.	-2%
CC[C@H](CO)Nc1nc(Nc2cccc(Cl)c2)c2ncn(C(C)C)c2n1	.	7%	-2%	-6%	?	.	2%	.
Cc1nn(-c2ccccc2)c(N2CCCC2)c1/C=N/NC(=S)Nc1cc(C(F)(F)F)ccc1Cl	-28%	6%	3%	0%	?	-15%	2%	?
CC(=O)Nc1ccc(N2C(=O)CC(c3ccccc3)CC2=O)cc1	-1%	-3%	-6%	2%	4%	6%	21%	2%
Brc1ccc2ncnc(NCc3cccnc3)c2c1	.	1%	8%	0%	-10%	.	12%	-13%
COc1ccc([N+](=O)[O-])cc1N(CC(=O)NCC1CCCO1)S(C)(=O)=O (configuration not stated)	-22%	-3%	-4%	-2%	-13%	13%	8%	-2%
Cc1cc(C(=O)OC(C)C(=O)Nc2nc(-c3ccccc3)cs2)c(C)o1 (configuration not stated)	29%	3%	-11%	1%	2%	?	3%	5%
CC(C)CCNC(=O)c1ccc(C2SCC(=O)N2Cc2ccco2)cc1 (configuration not stated)	-16%	-21%	-3%	1%	5%	-1%	1%	?
COc1cc(-c2nc(CN(C)Cc3nnc(C)o3)c(C)o2)ccc1F	.	-2%	i	-3%	0%	?	-1%	8%
Cc1ccc(CN=C2Nc3ccccc3CS2)cc1	7.9µM*	-3%	i	0%	6%	12%	5%	6%
CCOC(=O)c1c(C)n(C)c2cc([N+](=O)[O-])c(O)c([N+](=O)[O-])c12	.	-2%	-4%	-1%	1%	.	-1%	-9%
Cc1ccc(C(C)C)c(OCc2ccc(C(=O)N/N=C/c3ccc(C(=O)O)cc3)cc2)c1	.	-1%	1%	-3%	?	.	4%	.
COc1ccccc1Oc1ccc2c(c1)C(=O)N(c1cccc(O)c1)C2=O	-5%	5%	-19%	0%	2%	-2%	-7%	?
N#CCCSc1nc(N2CCOCC2)c2c(c1C#N)CCCC2	-10%	3%	-7%	2%	-9%	16%	3%	13µM*
CN(Cc1nnc(SCC(=O)NCCc2ccccc2)n1C)S(=O)(=O)c1ccccc1	4%	-1%	-9%	-4%	4%	-10%	0%	0%
COc1ccccc1N(CC(=O)NCc1cccnc1)S(C)(=O)=O	.	-2%	-3%	2%	-5%	4%	.	?
Cn1c(SCC(=O)NC(c2ccccc2)c2ccccc2)nnc1-c1cccs1	6%	-14%	i	2%	-20%	5%	-13%	-4%
CCOC(=O)c1nnn(CC(=O)Nc2cccc(OC)c2)c1C(=O)OCC	-13%	6%	-6%	-2%	0%	7%	-4%	2%
COc1ccc(Br)cc1C(=O)N/N=C/c1ccc([N+](=O)[O-])cc1	-26%	3%	0%	-4%	3%	4%[46 µM]	12%	14%
Cc1ccc2c(c1)c1c3n2CCN=C3CCC1	-8%	5%	-8%	-1%	?	6%	19%	-6%
CCc1noc(C)c1C(=O)Nc1nc(-c2ccc(Cl)cc2Cl)cs1	-47%[inhibitor]	-2%	-8%	-7%	-2%	?	11%	-3%
C#CCSC1=C(C#N)C(c2cccs2)C(C(=O)OCC)=C(C)N1 (configuration not stated)	0%	-4%	-4%	-13%	?	-6%	16%	25µM*
O=C(Nc1cnn(Cc2ccccc2)c1)c1nc2ncccn2n1	16%	-4%	i	0%	1%	9%	0%	-2%
Cc1nc2sc(C(c3cccc(F)c3)N3CC(C)OC(C)C3)c(O)n2n1 (configuration not stated)	-4%	-13%	-10%	1%	1%	-5%	10%	-2%
CCOC(c1cc(OC)cc([N+](=O)[O-])c1OC)C(C)C(OC)[C@@H](C)/C=C/CC(=O)OC (some centres not stated)	.	-3%[11.2 µM]	i[11.5 µM]	-3%[11.2 µM]	.	.	.	0%[13.5 µM]
COc1c(C)oc2cc(O)ccc2c1=O	15%	-5%	-11%	-3%	?	4%	2%	?
Cn1nc(CC(=O)NC2CCCCC2)c2ccccc2c1=O	-68%[inhibitor]	1%	-6%	-4%	-2%	?	-2%	?
CCCSc1cc(NCCOC(C)=O)c([N+](=O)[O-])c2nonc12	-3%	0%	-1%	-1%	0%	-11%	-12%	6%
S=c1[nH]nc(C2CCCCC2)n1Cc1ccccc1	.	-14%	i	-1%	?	?	11%	?
O=C1CC(N2CCN(c3cccc(C(F)(F)F)c3)CC2)C(=O)N1c1ccccc1 (configuration not stated)	?	1%	-2%	4%	9%	4%	-4%	-10%
O=C1COc2ccc(C(=O)COc3ccc([N+](=O)[O-])cc3)cc2N1	.	0%	-9%	0%	-1%	.	1%	.
O=C(C1CC1)N1CCc2cc(S(=O)(=O)NCC3COc4ccccc4O3)ccc21 (configuration not stated)	-40%[inhibitor]	-10%	-8%	-1%	0%	17%[0.0737 µM]	16%	-4%
NC(=O)CC(NC(=O)Cc1cccc2ccccc12)c1ccc(NCc2ccc(F)cc2)c([N+](=O)[O-])c1 (configuration not stated)	.	-2%	0%	0%	-6%	.	-2%	.
Cc1sc(NC(=O)CN2CCN(c3ccccn3)CC2)c(C#N)c1C	-10%	12%	i	1%	-2%	-6%	25%	-10%
NC(=O)/C(=C\c1cccnc1)NC(=O)c1ccccc1	3%	-6%	-13%	-1%	-1%	?	-2%	12%
CCOC(=O)c1c(NC(=S)Nc2ccc(F)cc2)sc2c1CCC2	-27%	3%	-6%	-2%	4%	19%	14%	-11%
O=C(CC1C(=O)NCCN1Cc1c(F)cccc1Cl)NC1CCCC1 (configuration not stated)	.	1%	i	-4%	10%	.	5%	2%
CCN1CCN(c2ccc([N+](=O)[O-])cc2C(=O)c2ccc(Cl)cc2)CC1	-22%	5%	-7%	3%	-1%	?	18%	?
O=C(COc1cccnc1[N+](=O)[O-])NCc1cccs1	21%	1%	-9%	0%	5%	.	1%	-7%
CC(=O)N1CCc2cc(S(=O)(=O)Nc3cccc(C(F)(F)F)c3)ccc21	-61%[inhibitor]	-3%	-8%	4%	3%	?	1%	6%
O=C(NN1C(=O)C2C3C=CC(O3)C2C1=O)c1cccc(Br)c1 (configuration not stated)	0%	3%	i	-5%	1%	-1%[46 µM]	-12%	28µM*
Cc1ccc(S(=O)(=O)N2CCCC2CO)cc1 (configuration not stated)	-21%	0%	-4%	2%	10%	-1%	-1%	6%

As a working copy, 2 of the compounds above.
SMILES	SMN2 splice enh	TRb-SRC2 inh	RECQ1 helicase	TexasRed fluor	KDM4E inh	Lamin A splicing	GoLoco inh red	ALDH1A1 block
O=C(NN1C(=O)C2C3C=CC(O3)C2C1=O)c1cccc(Br)c1 (configuration not stated)	0%	3%	i	-5%	1%	-1%[46 µM]	-12%	28µM*
Cc1ccc(S(=O)(=O)N2CCCC2CO)cc1 (configuration not stated)	-21%	0%	-4%	2%	10%	-1%	-1%	6%

These rows are one share of the data; count on the stated rates, not on these rows.
